PolyA inhibitor: blocks polyadenylation in yeast reporter cells | 0.02% of 300,000 active | S. cerevisiae SKY197-pL101 polyadenylation reporter, beta-gal luminescence; efflux-impaired pdr1/pdr3 knockout yeast; score 100 = 6 SD above DMSO | calls only at 12 µM;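 active = lowest replicate activity score at least 50, where 100 means six control SD above control mean; inconclusive = lowest score under 50 but half or more replicates reach 50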;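 note: yeast exposed to compound for 9 h at 30 °C; higher score means more reporter readthrough which indicates perturbed polyadenylation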
DYRK1A inh: Dyrk1A (rat) kinase inhibition. 0.43% of 310,000 active. ADP-Glo luminescence, NFATc1 peptide. inhibition, % at 12.5 µM; in the data active = inhibition above about 50%;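 note: plate controls were vehicle with enzyme for no effect and no enzyme for full effect; many of its hits are not listed in these tables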
GSK3B inh: human GSK3beta kinase inhibition. activity score (negative = inhibition), % at 10 µM. GST-GSK3beta kinase, ADP-Glo luminescence, 60 min; active compounds read low. 0.038% of 300,000 active. P49841;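 active = more than half of replicate wells score below -50%, meaning over 50% inhibition versus plate controls; inconclusive = some replicates but at most half score below -50%; inactive = no replicate scores below -50%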;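 note: 0% = median DMSO wells and -100% = median GW8510 positive control wells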
Target sequence (P49841 whole entry, looked up): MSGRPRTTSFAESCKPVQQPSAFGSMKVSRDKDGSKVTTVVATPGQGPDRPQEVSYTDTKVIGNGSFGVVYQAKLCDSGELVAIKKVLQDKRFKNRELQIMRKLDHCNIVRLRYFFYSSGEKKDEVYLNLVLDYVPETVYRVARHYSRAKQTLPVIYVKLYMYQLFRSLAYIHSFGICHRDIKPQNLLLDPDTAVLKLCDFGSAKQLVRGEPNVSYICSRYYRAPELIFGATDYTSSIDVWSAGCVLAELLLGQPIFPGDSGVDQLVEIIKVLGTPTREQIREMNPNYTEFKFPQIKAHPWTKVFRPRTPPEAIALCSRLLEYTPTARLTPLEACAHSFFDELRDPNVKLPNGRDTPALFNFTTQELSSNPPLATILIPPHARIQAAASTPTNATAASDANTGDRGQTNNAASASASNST
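Assay system: GST-fused GSK3beta enzyme, cell-free / Medium: Tris pH 7.5 buffer with MgCl2, DTT, BSA, heparin / Also added: peptide substrate plus 25 µM ATP (final) / Compound: 10 µM single point / Timing: kinase reaction with compound 60 min at room temperature / Detection: ADP-Glo luminescence / Benchmarks: DMSO neutral wells and GW8510 at 20 µM as positive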
HSF-1 act: increases HSF-1 driven luciferase reporter signal; NIH3T3-HGL HSF-1 luciferase reporter, MG132, 8 h; 100% = twice DMSO control signal; activation, % at 9 µM; 1.7% of 300,000 active; AID 504408;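 active = mean replicate activation of at least 50% with a set share of replicates each reaching 50%; inconclusive = only one of those two conditions met; inactive = mean below 50% and too few replicates reaching it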;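 note: 0% = median of the neutral control wells and 100% = twice that signal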
HDAC3 inhib: inhibitors of human histone deacetylase 3; O15379; recombinant HDAC3, fluorogenic peptide/trypsin coupled, fluorescence; inhibition, % at 8.3 µM; 0.15% of 320,000 active; AID 2718; in the data active = inhibition above about 26%, passing the limit was not always enough; inconclusive = no clear call, values can overlap the other calls
GSK3 alpha inh: human GSK-3 alpha kinase inhibition. P49840. ADP-Glo luminescence, 60 min. inhibition, % at 10 µM. 0.1% of 320,000 active;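 in the data active = inhibition above about 50%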;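 note: GST-tagged GSK-3 alpha with peptide substrate and 25 µM ATP; 0% = DMSO neutral wells and 100% = GW8510 positive control wells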
Target sequence (P49840 whole entry, looked up): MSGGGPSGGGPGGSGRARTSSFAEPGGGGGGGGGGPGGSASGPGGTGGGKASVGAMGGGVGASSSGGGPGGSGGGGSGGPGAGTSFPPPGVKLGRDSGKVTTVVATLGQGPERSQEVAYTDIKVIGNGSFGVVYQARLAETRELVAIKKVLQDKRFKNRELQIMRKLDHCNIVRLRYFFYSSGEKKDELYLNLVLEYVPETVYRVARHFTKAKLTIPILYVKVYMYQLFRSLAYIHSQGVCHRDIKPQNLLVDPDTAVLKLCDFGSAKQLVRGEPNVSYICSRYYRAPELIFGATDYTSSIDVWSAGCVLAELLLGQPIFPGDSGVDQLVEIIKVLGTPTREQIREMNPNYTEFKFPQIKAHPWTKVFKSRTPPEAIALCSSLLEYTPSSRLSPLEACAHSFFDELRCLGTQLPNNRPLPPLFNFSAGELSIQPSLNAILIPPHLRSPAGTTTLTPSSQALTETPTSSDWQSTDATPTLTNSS
HSF1 inhib: HSF1 inhibition. activity change, negative = inhibition, % at 7.5 µM (by protocol). NIH3T3-HGL HSE-luciferase, MG132-induced, luminescence 8 h; active compounds read low. 0.77% of 300,000 active;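 active = more than half of replicate wells show activity change below -50%, luminescence cut by over half; inconclusive = some wells, but at most half, below -50%; inactive = no replicate well below -50%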;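 note: luciferase reports HSF-1 transcriptional activity via heat shock element; 0% = median of DMSO wells and -100% = zero luminescence signal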
Platelet DG rel: modulates dense granule release in human platelets; inhibition, %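 (compounds screened at 7.5 µM in platelet-rich plasma)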; human platelet-rich plasma, SFLLRN dense granule ATP release, luminescence; 0.22% of 300,000 active;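 active = mean replicate score, as percent of positive control, at or above 50; inconclusive = mean below 50 but at least one replicate at or above 50; inactive = mean and every replicate below 50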
AI-2 QS mod: modulates the Vibrio harveyi AI-2 quorum sensing system; Vibrio harveyi JMH597 AI-2 luminescence/OD600 ratio, 9 h; active compounds read low; strain lacks LuxN and CqsS sensors; 0 = neutral-control median; activity change, % at 7.5 µM; 0.4% of 300,000 active; in the data active = activity change below about -75%, passing the limit was not always enough; inconclusive = no clear call, values can overlap the other calls;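 note: luminescence divided by OD600 gain over 9 h not by final OD600 alone; inactives centre near 13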
HSP90 refold inh: inhibitors of HSP90 luciferase refolding in rabbit reticulocyte lysate. luciferase refolding luminescence, 3 h. inhibition, % at 5.6 µM. 0.91% of 290,000 active;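 active = inhibition above the screen-wide mean plus 3 SD, computed separately per campaign, cut at about 16% in these data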;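 note: 0% = DMSO wells and 100% = 60 µM geldanamycin wells; inhibitors lower the luminescence because luciferase stays unfolded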
Starred values were filed as active, the others as inactive; i = inactive; ? = inconclusive; nt = no result given. An excerpt; the hit share may differ from the screen's.

SMILES	PolyA inhibitor	DYRK1A inh	GSK3B inh	HSF-1 act	HDAC3 inhib	GSK3 alpha inh	HSF1 inhib	Platelet DG rel	AI-2 QS mod	HSP90 refold inh
COc1cc(C(=O)N2CCN(C)C(C)C2)ccc1OC1CCN(C(C)=O)CC1 (centres undefined)	i	-2.5	1.7	10.6	-2.5	-1.3	-0.2	-2.6	5.3	-3.2
CCC(OC(=O)C(NC(=O)c1ccccc1)c1ccccc1)C(=O)Nc1cc(C)on1 (centres undefined)	i	nt	-3.6	-3.8	nt	-0.1	-5.9	-1.8	10.7	8.6
Cc1csc(NC(=O)c2cc3c(C)nn(Cc4ccccc4Cl)c3s2)n1	i	0.3	0.2	6.3	-6.7	-2.7	5.1	6.7	7.3	-6.2
CCOc1ccc(NC(=O)CN(C)C(=O)CCNC(=O)c2ccc(Br)cc2)cc1OCC	i	-1.5	0.9	-4.3	0.3	-0.1	2.2	-1.8	22.6	nt
Cc1nc(CC(=O)NNS(=O)(=O)c2ccc(F)c(Cl)c2)cs1	i	-0.8	-2.6	-8.3	-5.9	-1.9	-2.1	12.2	7.5	0.9
COc1ccc(CN2CCCC(C(=O)c3cccc(OC(C)C)c3)C2)cc1Cn1cccn1 (centres undefined)	i	10.0	0.7	3.4	1.9	-1.9	1.3	?	8.1	1.9
CCCc1nn(C)c2c1C(c1cccnc1)C(C#N)=C(N)O2 (centres undefined)	i	-9.2	-0.4	20.7	-11.1	-1.0	-4.3	3.3	17.0	2.2
CCOC(=O)CN=C/C(C(C)=O)=C(/C)O	i	-4.8	-0.1	-1.8	3.3	-1.3	-0.2	19.9	16.1	-0.1
Cc1ccc(CN2C(=O)c3ccccc3NC2c2cc(Br)ccc2O)cc1 (centres undefined)	i	-1.7	-0.8	-4.5	-9.3	0.7	-9.7	5.8	13.1	0.4
CCS(=O)(=O)N1CCCC(C(=O)NCCCN2CCCC2=O)C1 (centres undefined)	nt	-6.5	nt	nt	-0.3	-2.1	nt	nt	nt	-0.7
COC(=O)c1c(C)oc2ccc(NS(=O)(=O)c3cccs3)cc12	i	2.4	-0.1	4.6	1.9	-1.0	-6.1	-11.0	13.0	4.0
CCOC(=O)C1CCCN(C(=O)c2ccc([N+](=O)[O-])cc2)C1 (centres undefined)	i	-6.6	-0.1	-19.9	-0.5	-1.4	-2.6	3.2	-10.1	2.6
CC(=O)O/N=C/c1c(Cl)n(C)c2ccccc12	i	9.6	-0.4	1.9	3.9	-1.4	-5.0	-0.6	-0.3	0.8
CC1CC(=O)Nc2ccccc2N1C(=O)CN1CCN(C=O)CC1 (centres undefined)	i	-0.3	-0.4	-7.1	-3.7	-4.0	-2.5	-2.5	-4.7	-1.2
Cn1cnc([N+](=O)[O-])c1Nc1cccc(O)c1	i	6.3	0.4	-1.8	7.3	-0.2	-3.3	14.0	10.1	6.9
COc1ccccc1-c1cc(-c2ccc(O)cc2)nc(N)c1C#N	i	5.7	3.5	5.7	-22.7	1.1	16.7	-12.1	-17.1	-4.7
Cc1ccc(-n2ccnc(SCC(=O)NCCc3ccccc3)c2=O)cc1F	i	9.4	-0.3	-16.3	nt	nt	7.9	-5.5	25.1	nt
O=C(/C=C/c1ccc(O)c(O)c1)c1ccccc1O	i	-8.0	0.5	92.3*	10.6	3.8	76.5	70.4*	29.2	-8.5
O=C(CS(=O)(=O)Cc1ccccc1)N1CCN(c2cccc(C(F)(F)F)c2)CC1	i	8.0	3.3	16.5	5.2	-1.6	2.9	3.3	25.9	-0.6
O=C(Nc1ccc(Oc2cccnc2)cc1)C1CCN(Cc2cccc(Cl)c2)CC1	i	-3.2	2.7	-4.7	2.0	-1.1	1.6	-6.2	28.8	-0.9
N=c1n(Cc2ccccc2)c2ccccc2n1Cc1ccccc1	i	0.9	1.0	23.0	-1.2	1.1	10.7	14.7	29.6	0.6
CCOc1ccc2[nH]cc(C(=O)N3CCN(CC)CC3)c(=O)c2c1	i	1.0	2.9	1.8	-8.7	-4.0	-1.3	0.8	3.3	2.2
O=C(Nc1nnc(CCN2CCCCC2)s1)c1cccc(Cl)c1	i	nt	-3.0	12.3	5.3	-12.5	1.1	0.8	-0.2	4.0
O=C(CNC(=O)c1ccc(Cl)cc1Cl)OCC(=O)N1CCCC1=O	i	-4.3	1.7	0.1	-0.8	-0.7	5.9	-7.3	15.8	nt
CCCOc1cccc(C2/C(=C(/O)c3ccccc3)C(=O)C(=O)N2CCN(C)C)c1 (centres undefined)	i	-3.2	0.6	-8.9	nt	nt	-6.2	1.6	7.9	0.7
CCOc1ccccc1Oc1coc2cc(OC)ccc2c1=O	i	-12.1	1.6	29.6	0.4	-0.7	2.8	-1.0	22.4	1.3
COc1ccccc1NC(=O)c1cc(C)nc2ccccc12	i	2.3	0.3	1.8	-2.5	-2.2	-1.6	-1.3	5.4	-1.4
CC1CN(S(=O)(=O)c2ccc(C(=O)Nc3nc(-c4cc5ccccc5o4)cs3)cc2)CC(C)O1 (centres undefined)	i	4.4	0.2	14.7	3.1	nt	0.4	2.5	10.3	-1.0
CC(C)(C)C(=O)Nc1ccc(C(=O)NNC(=O)c2ccccc2)cc1	i	2.9	-0.5	-13.1	5.1	4.5	-28.3	12.4	6.5	4.0
Cc1[nH]cnc1CN1CCc2c(c3ccccc3n2C)C1=O	i	1.2	-0.4	-3.2	1.8	-1.0	-1.2	-9.3	-1.0	nt
Cc1ccc(NC(=O)c2cc(-c3ccccc3O)n[nH]2)cc1C	i	nt	-2.7	-1.3	-9.6	-1.3	0.4	-0.4	0.4	0.7
CCC(=O)Nc1cccc(-c2nc3ccccc3c(=O)o2)c1	i	-3.7	0.8	8.6	1.4	0.6	-7.9	-5.5	2.4	1.1
Cc1cc(NC(=O)C2CCCC2)n(-c2nc3ccccc3[nH]2)n1	i	-3.0	-1.2	2.6	-4.4	-2.7	-1.5	-2.8	30.3	-0.9
O=C(C1=C[C@H](c2coc3ccccc3c2=O)C[C@H](OCCCCO)O1)N1CCN(Cc2ccccc2)CC1	nt	1.0	4.0	1.6	2.8	-0.4	1.4	0.4	6.0	2.4
COC(=O)[C@]1(C)N[C@H](c2ccc(-c3ccc(Cl)c(Cl)c3)cc2)[C@@H]2C(=O)N(C)C(=O)[C@@H]21	i	-10.4	-2.2	23.0	16.2	-1.4	4.8	1.7	44.5	nt
O=C(CN1CCN(c2ccccc2)CC1)Nc1ccncc1	i	-5.0	2.2	8.5	-7.4	-2.4	-3.6	-2.2	8.0	-4.3
COc1cc2[nH]c(=O)n(CCC(=O)NCCC(C)C)c(=O)c2cc1OC	i	-3.3	-4.5	10.6	-2.2	-1.1	-3.9	-2.0	24.6	4.6
COc1ccc(NC(=O)CC2SC(=O)NC2=O)cc1 (centres undefined)	i	-0.7	-5.7	-3.6	12.6	-1.1	-5.9	10.1	25.7	0.8
O=C(CCCN1C(=O)C(c2ccccc2)Oc2cccnc21)NCCc1ccc(Cl)cc1 (centres undefined)	i	nt	3.9	12.2	4.2	-1.8	12.9	-7.4	9.8	0.0
COc1ccc(C)cc1NC(=O)CNC(=O)c1sc2ccccc2c1Cl	i	-1.7	-2.6	-8.8	-4.2	-0.9	-3.8	-0.4	8.0	nt
O=C(O)c1ccc([N+](=O)[O-])c(CS(=O)(=O)c2ccc(Cl)cc2)c1	i	-5.2	0.3	-13.6	-2.5	nt	2.1	-3.1	9.9	1.9
O=C(c1cc(-c2cccc(Br)c2)nc2ccccc12)N1CCCC1	i	4.7	1.8	13.9	nt	-3.3	6.5	-8.8	10.9	1.6
COC(=O)C1=C(C)NC(=O)NC1c1cn(-c2ccccc2)nc1-c1cccs1 (centres undefined)	i	2.3	-20.2	-4.2	9.2	-1.1	6.7	-34.0	12.4	0.7
CCOC(=O)CC(=O)CSc1nc(C)nc2c1oc1ccccc12	i	-2.0	1.8	14.8	-3.9	20.3	9.0	-0.3	24.1	1.5
CCCc1cc(=O)[nH]c(SCC(=O)N2CCC(C(=O)OCC)CC2)n1	i	1.4	0.3	43.2	0.0	0.2	9.7	0.6	12.3	6.9
COc1ccc(C2CC(=O)Oc3c(C(CCN4CCOCC4)c4cc(OC)c(OC)c(OC)c4)c(OC)cc(OC)c32)cc1 (centres undefined)	i	2.0	-4.6	5.0	-3.0	5.9	-2.7	2.5	16.7	nt
Cc1cc(-c2nc(C)c(-c3nnc(SCC(=O)Nc4ccccc4)n3C)s2)no1	i	6.0	3.1	-11.5	-26.9	2.1	-9.0	1.4	22.4	6.1
COc1cc(C(=O)N[C@@H](Cc2c[nH]c3ccccc23)C(=O)O)cc(OC)c1OC	i	0.5	-4.1	-3.0	10.2	-1.7	5.3	18.9	-0.4	-3.3
Cc1ccc2c3c([nH]c2c1)C(=O)CC(C)(C)S3	i	1.2	2.4	18.6	3.3	0.0	10.6	-2.1	11.4	-2.5
OCCN1CCN(CC(O)COc2ccc(C34CC5CC(CC(C5)C3)C4)cc2)CC1 (centres undefined)	i	3.1	-7.9	2.6	0.7	4.5	1.4	-4.3	7.0	3.7

Going on with the list:
SMILES	PolyA inhibitor	DYRK1A inh	GSK3B inh	HSF-1 act	HDAC3 inhib	GSK3 alpha inh	HSF1 inhib	Platelet DG rel	AI-2 QS mod	HSP90 refold inh
O=S(=O)(c1ccc(Cl)cc1)c1nc(-c2ccco2)oc1N1CCOCC1	i	-6.0	0.3	-11.2	0.8	-0.7	-0.5	20.4	-0.1	2.7
COc1ccc2c(c1OC)C(C1c3c(cc4c(c3OC)OCO4)CCN1C)OC2=O (centres undefined)	i	-0.2	0.3	3.7	1.0	-0.3	-1.0	2.6	25.1	3.4
CCOC(=O)c1c(NC(=S)NNS(=O)(=O)c2ccc(Br)cc2)sc2c1CCCCC2	i	19.2	0.6	-2.2	-1.4	-3.5	-4.6	3.7	51.2	-3.1
Cn1c(=O)[nH]c(=O)c2c1nc(Br)n2C/C=N/NC(=O)c1ccccc1	i	nt	-0.2	42.4	0.6	-0.9	10.0	16.1	5.5	-0.8
O=C(N/N=C/c1cc([N+](=O)[O-])ccc1O)c1cccc(N2CCCC2=O)c1	i	nt	-3.4	-0.4	1.0	0.8	-3.5	3.6	8.0	-4.2
Cn1ncc(Cl)c1C(=O)NCc1cc(C(C)(C)C)n[nH]1	i	6.8	-1.3	11.5	-7.6	-1.4	-5.8	-5.9	-1.3	-2.0
COc1cccc(C(=O)N2CCN(Cc3cccc(F)c3)CC2)c1	i	2.5	-0.2	1.0	1.1	0.8	1.2	1.6	11.8	-1.1

Screening data (PubChem)
